# KinaseGlo FLuc = counter-screen: inhibitors of Kinase-Glo firefly luciferase; Kinase-Glo luciferase, ATP luminescence, 8 min; Potency, µM (series often up to 38.3 µM), for the others: top-dose activity change, negative = inhibition, actives largely listed as inhibitors; 200,000 compounds, 0.28% hits; Q27757; also: % is scaled to controls: 0 for no effect and ±100 for the full control effect; nearly all actives have a fitted effect of over 60% in size
#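 Inhibition of Kinase-Glo luciferase light generation was assessed at 10 uM ATP in pH 7.2 imidazole buffer, with luminescence measured after eight minutes at ambient temperature.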
# KDM4E inh = inhibitors of human JMJD2E histone demethylase; Potency, µM (titrated, usually from 57.1 µM), for inactives: at the top dose activity change, negative = inhibition, actives largely listed as inhibitors; AID 2147; JMJD2E catalytic domain, FDH-coupled NADH fluorescence (FDH is formaldehyde dehydrogenase); B2RXH2; 230,000 compounds, 1.6% hits; active = well fitted inhibition curve with a large enough effect, not every such curve was filed as active; inconclusive = small, poorly fitted or top-dose-only effect, or another doubt; inactive = no such curve, though single readings can be large or run the other way;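 also: 0% = wells with enzyme and -100% = buffer wells without enzyme; nearly all actives have a fitted effect of over 50% in size; many of its hits are not listed in these tables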
# Target sequence (B2RXH2 1-337 limits assumed): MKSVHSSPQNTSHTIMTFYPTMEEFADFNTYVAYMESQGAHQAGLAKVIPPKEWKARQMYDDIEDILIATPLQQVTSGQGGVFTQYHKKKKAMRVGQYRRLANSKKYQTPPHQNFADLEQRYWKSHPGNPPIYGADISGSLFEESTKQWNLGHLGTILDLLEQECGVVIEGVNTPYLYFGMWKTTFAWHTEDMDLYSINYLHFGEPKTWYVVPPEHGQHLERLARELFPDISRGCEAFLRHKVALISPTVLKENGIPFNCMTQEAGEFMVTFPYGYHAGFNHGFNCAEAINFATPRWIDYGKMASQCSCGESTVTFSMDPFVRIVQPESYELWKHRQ
# RECQ1 helicase = RECQ1 (human) helicase inhibition; P46063; RECQ1 DNA unwinding, red fluorescence kinetic read; Potency, µM (highest dose often 57.3 µM), for inactives: top-dose activity, negative = inhibition, most hits filed as inhibitors; 240,000 compounds, 0.54% hits; AID 2549;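 also: plate controls were vehicle for no effect and no enzyme for full effect; nearly all actives have a fitted effect of over 30% in size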
#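 50 nM RECQ1T1 preincubated 15 min with compound in Tris pH 8.0 buffer with MgCl2, DTT, Tween-20 and 2.5 ug/ml poly(dI-dC); started with 200 nM TAMRA/BHQ-2 forked duplex and 2 mM ATP. Unwinding read as fluorescence (525/598 nm), two reads 2 h apart.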
# SMN2 splice enh = SMN2 splice variant enhancement | HEK293 SMN2-luciferase splicing reporter, luminescence, 30-36 h | Potency, µM (highest dose often 46.1 µM), for inactives: at the top dose activity change, positive = activation, most hits filed as activators | 210,000 compounds, 2.8% hits | AID 1458; also: % of control where 0% means no effect; nearly all actives have a fitted effect of over 55% in size
#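 qHTS luciferase splicing reporter: luminescence rises when SMN2 exon 7 is included in transfected HEK293 cells. Compound exposure lasted 30-36 h at 37C, with 4.5 mM final sodium butyrate as control, followed by a ONE-Glo read.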
# Lamin A splicing = modulators of lamin A splicing. HeLa LMNA splicing GFP/RFP minigene ratio, 48 h. AID 1487. 200,000 compounds, 0.01% hits. Potency, µM (highest dose often 46.1 µM), for inactives: top-dose ratio change, negative = inhibition, hits mostly inhibitors; active = well fitted inhibition curve with a large enough effect in the signal ratio, with a control signal flat, not every such curve was filed as active; inconclusive = small, poorly fitted or top-dose-only effect, or effect the other way, or a change in a side signal; the % refers to the signal ratio; also: % is scaled to controls: 0 for no effect and ±100 for the full control effect
#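 S3 HeLa stable clones carrying a lamin A-EGFP splicing minigene plus DsRed2 were seeded at 600 cells/well in Opti-MEM with 2% FBS, pin-dosed and incubated 48 h at 37°C. Acumen cytometry (488 nm) gave the GFP/RFP total-intensity ratio.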
# ALDH1A1 block = blocks purified human ALDH1A1 activity | AID 1030 | Purified ALDH1A1, NADH fluorescence, propionaldehyde substrate | P00352 | Potency, µM (top dose mostly 75.3 µM), inactives show top-dose activity, negative = inhibition, most hits filed as inhibitors | 220,000 compounds, 7.3% hits; active = well fitted inhibition curve with a large enough effect, not every such curve was filed as active; inconclusive = small, poorly fitted or top-dose-only effect, or another doubt; inactive = no such curve, though single readings can be large or run the other way;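 also: plate controls were no enzyme wells and a reference inhibitor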
# Target sequence (P00352 whole entry, looked up): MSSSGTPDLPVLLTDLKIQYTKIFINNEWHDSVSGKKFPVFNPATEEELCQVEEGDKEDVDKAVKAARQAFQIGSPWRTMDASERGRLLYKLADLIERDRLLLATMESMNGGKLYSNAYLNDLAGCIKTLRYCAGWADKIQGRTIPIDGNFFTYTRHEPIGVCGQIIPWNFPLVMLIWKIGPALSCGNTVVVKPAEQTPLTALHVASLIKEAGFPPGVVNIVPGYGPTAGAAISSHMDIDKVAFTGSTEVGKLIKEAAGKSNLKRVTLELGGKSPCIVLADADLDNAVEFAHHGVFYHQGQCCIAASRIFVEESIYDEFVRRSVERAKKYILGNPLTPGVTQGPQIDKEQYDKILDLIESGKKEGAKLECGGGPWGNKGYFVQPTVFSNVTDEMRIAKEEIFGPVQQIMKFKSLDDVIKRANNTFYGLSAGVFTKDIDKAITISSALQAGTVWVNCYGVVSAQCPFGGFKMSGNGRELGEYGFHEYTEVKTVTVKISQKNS
# L3MBTL1 block = inhibitors of human L3MBTL1. Potency, µM (series often up to 57.1 µM), without a hit: at the top dose activity, negative = inhibition, actives largely listed as inhibitors. AlphaScreen L3MBTL1–H3K9me1 peptide binding. Q9Y468. 230,000 compounds, 0.66% hits; also: % is scaled to controls: 0 for no effect and ±100 for the full control effect; nearly all actives have a fitted effect of over 60% in size
#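 Displacement of a biotinylated histone H3(1-15) peptide monomethylated at Lys9 (75 nM) from L3MBTL1 (50 nM) was measured by AlphaScreen after a 30 min room-temperature compound incubation; cefsulodin titration served as intraplate control.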
# Tau ThT inhib = inhibitors of human tau fibril formation, thioflavin T binding; 270,000 compounds, 2.1% hits; AID 1460; Potency, µM (series often up to 57.4 µM), for the others: at the highest dose activity, negative = inhibition, actives largely listed as inhibitors; P10636; recombinant tau K18 P301L (four-repeat tau fragment), heparin-induced fibrillization, ThT fluorescence; also: % is scaled to controls: 0 for no effect and ±100 for the full control effect; nearly all actives have a fitted effect of over 55% in size
# Target sequence (P10636 561-689 P618L limits assumed): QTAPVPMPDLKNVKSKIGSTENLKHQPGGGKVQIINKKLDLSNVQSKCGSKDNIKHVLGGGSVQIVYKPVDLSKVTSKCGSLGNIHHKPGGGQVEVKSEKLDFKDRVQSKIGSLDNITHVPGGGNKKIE
#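 In this qHTS, human K18 P301L tau is incubated with compound and heparin for 6 hr at 37 C, and Thioflavin T fluorescence then reports fibril load.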
# The depositor's hits bear a star; i = inactive; ? = inconclusive; / = not tested or not shown; [ ] = another dose, or the depositor's remark. Unless noted, calls follow the shape of the dose curve; as a rule, active = well fitted curve in the direction sought with a large enough effect; inconclusive = small, poorly fitted or top-dose-only effect, or another doubt; inactive = no such curve, though single readings can be large; an effect the other way counts as inactive or inconclusive. Potency is read from the fitted curve at half-maximal effect. Not all compounds are listed; the hit share may differ from the screen's.
SMILES,KinaseGlo FLuc,KDM4E inh,RECQ1 helicase,SMN2 splice enh,Lamin A splicing,ALDH1A1 block,L3MBTL1 block,Tau ThT inhib
Cc1coc2cc3oc(=O)c(Cc4ccccc4)c(C)c3cc12,0%,?,-9%,5%,0%,?,9%,-7%
COc1ccc(C(=O)CSc2nnc(NC(=O)C3CC(=O)N(c4cccc(OC)c4)C3)s2)cc1 (stereo not given),-1%,2%,1%,4%,-15%,7%,-8%,5%
COc1cc(OC)cc(-c2nnc(Nc3nc4c(F)cccc4s3)o2)c1,6%,?,3%,2%,?,?,-1%,?
CC1CN(CCOc2ccccc2-c2ccccc2)CC(C)O1 (stereo not given),-1%,?,-2%,-20%,11%,-8%,-8%,-14%
O=C(O)/C=C/c1cn(-c2ccccc2)nc1-c1cccc([N+](=O)[O-])c1,/,-4%,i,/,/,2%,1%,?
Cc1ccc(NC(=O)c2oc3ccccc3c2NC(=O)C2CCCO2)cc1C (stereo not given),5%,?,-28%,13µM*,?,?,-7%,-12%
CCN(CC)S(=O)(=O)c1ccc(Cl)c(NC(=O)c2ccc(C#N)cc2)c1,0%,5%,-7%,-46%[inhibitor],?,?,5%,-5%
NC(=O)Cc1nc(-c2ccccc2)cs1,-1%,5%,0%,8%,1%,5%,5%,7%
Cc1cccc(C)c1NC(=S)NN1CCN(C)CC1,-2%,4%,4%,-5%,-4%,14%,/,-7%
CCOC(=O)N1CCC(NC(=O)CCC(=O)N2CC(C)Oc3ccc(Cl)cc32)CC1 (stereo not given),4%,8%,5%,-13%,-8%,?,-12%,-16%
O=C(CCC1CCCN(Cc2ccncc2)C1)NCc1ccc(F)c(F)c1 (stereo not given),4%,-7%,i,-5%,3%[46 µM],12%,-6%,3%
C=CCOc1ccc2cccc(/C=N/NC(=O)c3cc4cc([N+](=O)[O-])ccc4s3)c2c1,7%,-1%,-8%,3%,18%,-1%,-16%,?
Cc1cccc(C2c3[nH]c4ccccc4c3CCN2C(=O)c2ocnc2C)n1 (stereo not given),-6%,22µM*,-3%,/,0%[46 µM],?,-4%,-3%
CCN(CC)CCN(C(=O)C1=COCCO1)c1nc2cc3c(cc2s1)OCO3,-3%,-2%,5%,-3%,15%[46 µM],3%,/,-13%
Cc1ccc(S(=O)(=O)N/N=C\c2ccc3c(c2)OCO3)cc1,1%,4%,-2%,9%,16%,-12%,-5%,-10%
CC1CCCCN1c1nc(-c2ccncc2)nc2ccccc12 (stereo not given),3%,0%,-8%,15%,?,?,0%,?
CCCOC(=O)/C(=C\C=C\c1ccccc1)NC(=O)c1ccccc1,1%,-14%,2%,/,15%[46 µM],4%,12%,-9%
Cn1c(COc2ccccc2)nnc1SCC(=O)Nc1ccc(N2CCOCC2)c(Cl)c1,1%,6%,-1%,8%,-11%,-1%,/,-4%
Cc1ccc(C)c(N2CCN(C(=O)CCCN3C(=S)NC(C)(C)CC3C)CC2)c1 (stereo not given),-5%,4%,-7%,-4%[1.84 µM],?,?,-5%,-9%
COc1cc2c(cc1OC)CN(Cc1cccs1)CC2,-1%,?,2%,1%,-17%,?,6%,-8%
O=C(NCc1cccnc1)C(=O)NCC1OCCN1S(=O)(=O)c1ccccc1 (stereo not given),9%,-7%,-6%,-2%,6%,-8%,-1%,-3%
CCN(CC)S(=O)(=O)c1ccc(O)c(C(=O)OCC(=O)Nc2cc(C)c(C)cc2[N+](=O)[O-])c1,2%,-22%,-10%,2%,-9%[46 µM],?,/,-12%
COc1ccc(N2C(=O)/C(=C/c3ccc([N+](=O)[O-])cc3)C=C2c2ccccc2)cc1,-7%,-2%,-8%,-32%[inhibitor],?,?,-5%,?
CCOCC(=O)Nc1c(C(=O)Nc2ccc(OC)cc2OC)oc2ccccc12,-1%,?,-3%,-12%,-3%,?,7%,0%
O=C(NC(=S)NCCc1ccccn1)c1ccco1,-2%,0%,i,5%,4%[46 µM],-9%,5%,5%
O=C(NCc1ccc2c(c1)OCO2)c1ccc(N2C(=O)C3CCCCC3C2=O)cc1 (stereo not given),-4%,6%,-7%,9%,4%,?,/,-2%
CC1(C)CC(NC(=O)CC2CCCCC2)CC(C)(C)N1,1%,5%,5%,-8%,-3%,8%,3%,-3%
Cc1ccc(C)c(S(=O)(=O)N2CCN(C(=O)Cn3c(C(F)(F)F)nc4ccccc43)CC2)c1,-1%,5%,-6%,5%,-14%,7%,/,-11%
Cc1cc(N2CCN(C)CC2)nc2ccc(NC(=O)c3ccc(Br)o3)cc12,-6%,-26%,-13%,-2%,?,-10%,-5%,?
O=C1c2ccccc2C(=O)N1CC(=O)N1c2ccccc2Sc2ccccc21,-11%,-7%,-6%,-1%,-12%,-5%,-1%,-5%
C[C@@H]1C(c2cccc(Cl)c2)=NN(c2ccccc2)[C@H]1C(=O)N1CCOC1=O,1%[39.9 µM],/,i,/,/,?,88%[activator],-8%[81.4 µM]
CC1CC(C)CN(C(=O)c2cc(-c3ccccn3)nc3ccccc23)C1 (stereo not given),-3%,-6%,i,-6%,-2%,1%,/,?
CC(C)C[C@H](NC(=O)Nc1ccccc1F)C(=O)O,7%,1%,-6%,-2%,5%,8%,/,-5%
COc1ccc(N=Nc2ccc(N)nc2N)cc1,/,?,1%,/,?,7%,-17%,2.5µM*
Cc1ccc(-n2c(SCC(=O)NCc3cccs3)nnc2-c2ccoc2C)cc1,-1%,3%,-10%,-6%,12%,?,-4%,-12%
CSCCCNC(=S)N1CCN(S(=O)(=O)c2cccc(C(F)(F)F)c2)CC1,2%,11%,-11%,5%,4%,7%,-4%,-7%
Cc1cc(C(=O)COC(=O)c2ccc[nH]c2=O)c(C)n1CCc1ccc(F)cc1,-1%,-5%,14%,2%,/,17%,-4%,-7%
CC1=C(C(=O)OC(C)C)C(c2cccs2)C(C(=O)OC(C)C)=C(C)N1,0%,-25%,-13%,-15%,0%,1%,16%,1%
Cc1ccc(-c2nc(N)sc2CC(=O)OCC(=O)NCC2CCCO2)cc1 (stereo not given),-3%,5%,-3%,13%,10%,?,7%,4%
COC(=O)Cn1cnc2c(nnn2Cc2ccc(Cl)cc2)c1=O,0%,3%,i,0%,3%,2%,1%,1%
CCCCCC1CC(CC/C(C)=N/NC(N)=O)C(=O)O1 (stereo not given),/,8%,-1%,/,/,/,3%,-3%
Cc1ccc(N(CC(O)CN2CCCCC2)S(=O)(=O)c2ccccc2[N+](=O)[O-])cc1 (stereo not given),-8%,1%,-1%,/,0%[46 µM],2%,-15%,-7%
O=C(CN(Cc1ccco1)S(=O)(=O)c1cccs1)Nc1ccccc1C(F)(F)F,2%,-6%,-1%,-12%,-1%,?,-10%,-13%
O=C1CCCCC(=O)c2ccccc2N1,1%,-4%,-6%,-9%,-2%,-2%,1%,1%
Cc1ccccc1C(=O)NC(=S)NCCC1=CCCCC1,1%,1%,-13%,/,/,?,28%,-17%
CCN1CCN(C(=O)CCCn2c(C)c3cnn(-c4ccccc4)c(=O)c3c2C)CC1,15%,-13%,-10%,-10%,-5%,?,/,-9%
Cc1ccc(NC(=O)C(=O)Nc2ccc(C)cn2)nc1,9%,-3%,1%,22%,17%[46 µM],-5%,/,?
COCCNC(=O)CN(c1cccc(OC)c1)S(=O)(=O)c1ccc(C)cc1,-2%,7%,-4%,14%,0%,-5%,0%,-2%
O=c1[nH]nc(SCc2nnc(-c3ccc([N+](=O)[O-])cc3)o2)n1C1CCCCC1,/,-19%,-4%,/,/,-13%,-2%,?
O=C(Nc1ccc(F)cc1F)c1ccc(-n2cncn2)nc1,1%,?,-13%,-2%,-3%,16%,-1%,-2%
c1ccc(CNc2oc(-c3ccccc3)nc2-c2ccccc2)cc1,-3%,-10%,i,-1%,/,-12%,/,-9%
CCn1c(=O)cc(C(F)(F)F)[nH]c1=S,8%,?,-5%,-13%,3%[46 µM],?,0%,-3%
Cc1oc(-c2ccccc2Cl)nc1CSc1nc2c(c(=O)[nH]1)CCC2,1%,1%,-1%,-2%,?,-8%,-1%,-9%

# Molecules from the list above containing a furan ring, fused or not, in the order listed:
SMILES,KinaseGlo FLuc,KDM4E inh,RECQ1 helicase,SMN2 splice enh,Lamin A splicing,ALDH1A1 block,L3MBTL1 block,Tau ThT inhib
Cc1coc2cc3oc(=O)c(Cc4ccccc4)c(C)c3cc12,0%,?,-9%,5%,0%,?,9%,-7%
Cc1ccc(NC(=O)c2oc3ccccc3c2NC(=O)C2CCCO2)cc1C (stereo not given),5%,?,-28%,13µM*,?,?,-7%,-12%
CCOCC(=O)Nc1c(C(=O)Nc2ccc(OC)cc2OC)oc2ccccc12,-1%,?,-3%,-12%,-3%,?,7%,0%
O=C(NC(=S)NCCc1ccccn1)c1ccco1,-2%,0%,i,5%,4%[46 µM],-9%,5%,5%
Cc1cc(N2CCN(C)CC2)nc2ccc(NC(=O)c3ccc(Br)o3)cc12,-6%,-26%,-13%,-2%,?,-10%,-5%,?
Cc1ccc(-n2c(SCC(=O)NCc3cccs3)nnc2-c2ccoc2C)cc1,-1%,3%,-10%,-6%,12%,?,-4%,-12%
O=C(CN(Cc1ccco1)S(=O)(=O)c1cccs1)Nc1ccccc1C(F)(F)F,2%,-6%,-1%,-12%,-1%,?,-10%,-13%
